T cell HTS = modulates CD8 T cell binding to vesicles. calls only at 7 µM. actives 0.068% (n = 330,000). 2C CD8+ T cell-vesicle binding, flow cytometry; stronger effect = lower value;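 active = response, share of CD8 T cells binding vesicles, and their 90th percentile fluorescence all below set limits, cut at about 80% in these data, passing the limit was not always enough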
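System: murine 2C transgenic CD8+ T lymphocytes; also added: QL9-loaded Drosophila micro-vesicles; times: binding 1.5 h at 37 °C; measured by: flow cytometry, PE anti-B7-1 (FL2) versus Alexa647 anti-CD8 (FL8), PFA-fixed; control set: Peptide-free naked vesicles (low) and QL9 vesicles with 0.7% DMSO vehicle (high)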
NTR1 agonist = NTR1-driven beta-arrestin-GFP spot formation – imaging, U2OS cells, high content, primary screen (AID 493036). agonist mode. actives 0.17% (n = 330,000). P30989. activation, % at 20 µM;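 active = activation at or above 40% of the spot to cytoplasm intensity ratio, with at least 20 cells analyzed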;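 note: 0% = DMSO without peptide and 100% = 100 nM NTR1 peptide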
Target sequence (P30989 whole entry, looked up): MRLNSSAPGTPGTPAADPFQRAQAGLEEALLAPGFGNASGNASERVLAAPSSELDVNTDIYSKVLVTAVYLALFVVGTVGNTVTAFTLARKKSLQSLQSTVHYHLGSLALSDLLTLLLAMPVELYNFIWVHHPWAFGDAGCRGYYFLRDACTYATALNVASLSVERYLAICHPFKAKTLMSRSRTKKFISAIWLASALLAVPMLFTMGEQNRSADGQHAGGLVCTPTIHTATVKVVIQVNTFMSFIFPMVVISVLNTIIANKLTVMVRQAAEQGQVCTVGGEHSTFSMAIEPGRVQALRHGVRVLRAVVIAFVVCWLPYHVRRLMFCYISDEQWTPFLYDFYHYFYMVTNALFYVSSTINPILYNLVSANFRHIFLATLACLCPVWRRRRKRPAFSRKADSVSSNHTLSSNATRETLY
T cell HTS vesicle-bound % = also measured in T cell HTS; calls as there; double positive events, %; measured here: CD8+ vesicle-bound cell fraction;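 binding gate set so that unloaded-vesicle control wells show 10% double positive cells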
NTR1 agonist cell count 20 µM = recorded beside NTR1 agonist, whose call it bears; cell count; measured here: cell count, cytotoxicity flag
Active calls of the source: *; i = inactive. Some of the compounds tested; count on the stated rates, not on these rows.

molecule	T cell HTS	T cell HTS vesicle-bound %	NTR1 agonist	NTR1 agonist cell count 20 µM
CC(=O)OC[C@]12CC[C@H]3[C@@](C)(CC[C@H]4C(C)(C)CCC[C@]34C)[C@@H]1C[C@H](C1=CC(=O)O[C@H]1OC(C)=O)O2	i	52	12	50
N#CCc1cccnc1Sc1ccc(Cl)cc1	i	45	-0.7	55
C#CCOCCOCCOCCNc1nc(N2CCN(C(=O)[C@H]([C@@H](C)CC)n3cc(CCCN=C(N)N)nn3)CC2)nc(N2CCN(C(=O)[C@H](CCCCN)n3cc(CC(C)O)nn3)CC2)n1 (stereo partly drawn)	i	4	-0.3	92
COc1cc(OC)cc(OC(=O)C2CCN(C3=NS(=O)(=O)c4ccccc43)CC2)c1	i	38	-1.8	105
O=C(Nc1cc(C(F)(F)F)ccc1-n1cncn1)c1ccc(F)cc1Cl	i	30	-1.1	48
COc1ccc([C@@]2(C(C)C)ON(c3ccccc3C(F)(F)F)C2=O)cc1	i	37	0.3	64
O=C(CC(=O)c1ccccc1)Nc1ccccc1	i	57	0.2	46
CCOC(=O)C1CCN(C(=O)COC(=O)c2oc3ccc(OC)cc3c2C)CC1	i	18	-1.1	68
Cc1ccc(C(=O)NNC(=S)NC(=O)c2ccccc2)cc1	i	32	2.2	46
COc1cc(OC)c(C(=O)OCC(=O)Nc2ccc(N3CCOCC3)cc2)cc1OC	i	28	-2.1	69
CCC1CCCCN1C(=O)COC(=O)COc1ccc(Br)cc1 (stereo not drawn)	i	6	-1.4	67
Cc1ccc(OCC(=O)N(Cc2nnc(-c3ccccc3Cl)o2)C2CC2)cc1C	i	49	0.2	88
COc1ccccc1C(C)NC(=O)c1ccc(NC(=O)CC2SC(N3CCCC3)=NC2=O)cc1 (stereo not drawn)	i	38	-1.2	63
CCC(C)N(C(=O)CN1C(=O)NC2(CCc3ccccc32)C1=O)C1CCS(=O)(=O)C1 (stereo not drawn)	i	20	-0.5	61
CN(C(=O)c1ccc(F)cc1)c1ccc(OCC(=O)Nc2ccccc2C(=O)O)cc1	i	40	-0.7	66
C=CC[C@@H](CC(=O)N[C@@H](CO)Cc1ccccc1)C(=O)NC[C@H](OC(=O)[C@@H](CC=C)Cc1ccc(F)cc1)c1ccccc1	i	7	1.0	60
CC[C@@H](C)[C@@H]1CN([C@@H](C)CN2CCC[C@H]2CN2C(N)=NC[C@@H]2Cc2ccccc2)C(=N)N1CCCC1CCCC1	i	10	-1.7	65
O=C(C1CC1)N1CCN(Cc2ccccc2)CC1	i	25	1.1	45
CC(=O)NC(c1ccc(C(C)C)cc1)c1c(O)ccc2ccccc12 (stereo not drawn)	i	13	4.4	48
c1cncc(CNc2ncnc3ccc(-c4ccoc4)cc23)c1	i	11	-0.2	51
COc1ccc(NC(=O)CSc2nnc(-c3cccs3)n2N)cc1S(N)(=O)=O	i	7	2.5	56
CCN(CC(=O)Nc1c(F)cccc1F)C(=O)/C=C/c1ccc(C)cc1	i	49	-1.0	65
Cc1noc(C)c1C(=O)OC(C)C(=O)Nc1ccc2c(c1)OCO2 (stereo not drawn)	i	21	0.5	50
COc1cc(C2(c3ccc(O)c(OC)c3)C(=O)N(C)c3ccc(Br)cc32)ccc1O	i	46	1.7	66
CCN(CC)S(=O)(=O)c1ccc(Cl)c(NC(=S)NC(=O)C2CCCC2)c1	i	18	5.6	48
COc1ccccc1-c1nnc(SCC(=O)NC2CCCCC2)n1N	i	35	3.2	51
COc1ccc(-c2sc3cc4c(cc3c2C#CCO)OCO4)cc1	i	19	12	65
COc1ccc2nc(SC(C)C(=O)NC3(C#N)CCCCC3)[nH]c2c1 (stereo not drawn)	i	23	0.3	44
CCn1cc(C(=O)Nc2ccc(C)cc2[N+](=O)[O-])c(C)n1	i	32	0.0	33
O=C(O)CCn1c(=O)oc2cc(S(=O)(=O)N3CCCC3)ccc21	i	48	-1.3	55
Cc1cccc(C)c1N1C(=O)CC(N2CCN(S(=O)(=O)c3ccccc3F)CC2)C1=O (stereo not drawn)	i	39	3.5	61
O=C1[C@H]2CC3C=CC2(O3)[C@@H]2OCCCN12 (stereo partly drawn)	i	40	-0.7	68
Cc1nn(-c2ccc(F)cc2)c(Cl)c1C(=O)NCC1CCCO1 (stereo not drawn)	i	52	2.4	56
NS(=O)(=O)c1cccc(NC(=O)COC(=O)CC2Sc3ccccc3NC2=O)c1 (stereo not drawn)	i	57	-2.3	69
Cc1nc(SCC(=O)N(C)C2CCS(=O)(=O)C2)c2ccccc2n1 (stereo not drawn)	i	32	-1.2	62
Cc1ccc(S(=O)(=O)N2CCN(C(=O)c3cc(C4CC4)nc4c3cnn4C(C)C)CC2)cc1	i	32	-0.1	61
CC[C@@H](C)[C@@H]1CN([C@@H](CN2CCC[C@H]2CN2C(N)=NC[C@H]2C(C)C)C(C)C)C(=N)N1CCc1ccc(Cl)c(Cl)c1	i	14	-0.6	57
Cc1ccc(C(=O)OCC(=O)Nc2ccc(C(N)=O)cc2)s1	i	53	2.1	105
O=C(NCCc1ccc(F)cc1)C1CCN(C(=O)Nc2ccccc2)CC1	i	48	3.8	51
Cn1cc(C(CO)Cc2ccccc2)c2ccccc21 (stereo not drawn)	i	56	1.2	60
COc1cccc(-c2cc(C(=O)Nc3ccccc3)c3ccccc3n2)c1	i	20	0.7	42
CN(C(=O)COC(=O)c1cc2ccccc2oc1=O)C1CCCCC1	i	46	0.9	51
COC(=O)C1(C)CCC(C(=O)Nc2ccccc2)C1(C)C (stereo not drawn)	i	40	0.2	42
CN(C)c1ccc(-c2cc3ccccc3c(=O)o2)cc1	i	20	4.7	62
CCCCC1CCC(C(=O)Nc2ccccc2N2CCOCC2)CC1 (stereo not drawn)	i	35	3.6	36
Cc1ccc(C)c(NC(=O)CN(C)C(=O)c2cc3ccccc3oc2=O)c1	i	53	2.2	47
CC(C)[C@H](NC(=O)c1ccc(Cl)cc1Cl)C(=O)NNC(=O)c1ccco1	i	52	0.3	55
COc1cc(C)ccc1OCC(=O)OCC(=O)NCC1CCCCC1	i	36	0.2	51
CO[C@H]1O[C@H](CBr)[C@@H](OC(=O)c2ccccc2)[C@H](O)[C@H]1O	i	60	0.1	62
O=C(NNC(=O)c1ccccc1Cl)c1ccc2c(=O)n3c(nc2c1)CCC3	i	6	0.6	51
O=C(Nc1cc(Cl)ccc1N1CCOCC1)c1ccc(N2CCCCC2)c([N+](=O)[O-])c1	i	22	4.9	52
COc1cc(C(=O)COC(=O)c2c(C)noc2C)cc(OC)c1OC	i	35	-1.8	59
CC[C@@H](C)[C@@H]1CN([C@@H](C)CN2CCC[C@H]2CN2C(N)=NC[C@H]2C(C)C)C(=N)N1CCc1ccc(Cl)c(Cl)c1	i	10	-1.5	67
COc1ccc(S(=O)(=O)Nc2ccc3c(c2)CC(=O)N([C@@H](C)CO)C[C@@H](C)[C@@H](CN(C)Cc2ccccc2)O3)cc1	i	7	4.6	56
CCCCCCSc1cc(-c2nc3cnccn3c2NCCCC)ccc1OC	i	19	3.4	66
CON(C)C(=O)CCC1CCCN1C(=O)OC(C)(C)C (stereo not drawn)	i	9	5.6	57
CC(=O)c1ccc(OCCCC(=O)Nc2cccc(S(=O)(=O)N3CCCCC3)c2)cc1	i	25	-0.2	44
COc1ccc(S(=O)(=O)N2CCN(C(=O)CSC(=S)N3CCCC3)CC2)cc1	i	29	6.7	50
CC(=O)c1ccc(OCCCC(=O)OCC(=O)Nc2c(C)nn(-c3ccccc3)c2C)cc1	i	36	-0.7	100
CCc1cccc2c(C(=O)COC(=O)[C@@H]3CC(O)CN3S(=O)(=O)c3ccccc3[N+](=O)[O-])c[nH]c12 (stereo partly drawn)	i	34	9.5	57

(cont.)
molecule	T cell HTS	T cell HTS vesicle-bound %	NTR1 agonist	NTR1 agonist cell count 20 µM
O=C(CSc1ccc(Cl)cc1)NC(=O)c1ccccc1	i	27	-0.2	49
Cc1cc(-n2c(C)cc(C(=O)CSc3nncn3C)c2C)no1	i	36	-0.7	65
Cn1cncc1C#Cc1ccc2cc(C3(O)CCCCC3)oc(=O)c2c1	i	39	17	66
C[C@H](NC(=O)c1ccc(Cl)cc1)C(=O)OCn1nnc2ccccc2c1=O	i	28	0.1	67
CN(C)S(=O)(=O)c1cc(NC(=O)COC(=O)CC2Sc3ccccc3NC2=O)ccc1Cl (stereo not drawn)	i	12	1.7	52
O=C1C=C(c2ccc(Oc3ccccc3)cc2)C[C@@H](c2ccc3c(c2)OCO3)C1	i	31	-1.9	48
CCOC(=O)C1=C(C)NC(C)=C(C(=O)OCC)C1C(=O)OCC(=O)NCc1ccccc1OC	i	51	2.0	72
O=C(OCc1c(-c2ccccc2)ncc2ccccc12)c1ccc(Cl)cc1Cl	i	37	2.9	52
O=C(NC[C@H]1CCCO1)c1cccc2c1C(=O)c1ccc(-c3ccc(F)cc3OCc3ccccc3)cc1S2(=O)=O	i	12	1.3	53
CN(Cc1ccccc1)C(=O)c1ccc(S(=O)(=O)N(C)c2ccccc2)cc1	i	56	0.9	57
CCOc1ccc(NC(=O)[C@@H]2CCCN2C(=O)c2cccs2)cc1S(=O)(=O)N1CCCCC1	i	35	0.3	52
Nc1nc(SCC(=O)Nc2cc(Cl)ccc2Cl)n[nH]1	i	56	-0.1	60
Cc1ccccc1N1CCN(C(=O)[C@@H]2CCCN2C2=NS(=O)(=O)c3ccccc32)CC1	i	20	1.7	81
Cn1c(N)c(C(=O)COC(=O)/C=C/c2ccc(Cl)cc2Cl)c(=O)n(C)c1=O	i	19	17	60
COc1cccc(CNc2ccc(S(=O)(=O)N3CCCC3)cn2)c1	i	29	-1.2	41
COc1ccc(OC)c(NC(=O)COC(=O)c2ccc(OC)c(S(=O)(=O)N3CCOCC3)c2)c1	i	44	-1.5	67
COc1ccc(OC)c(-c2csc(NC(=O)COC(=O)C3CCC3)n2)c1	i	34	4.1	50
Cc1ccccc1OCC(=O)N(Cc1nnc(-c2ccc(Cl)cc2)o1)C(C)C	i	34	1.2	86
C[C@H]1COC(=O)[C@H](CC(=O)OC(C)(C)C)C/C=C\C[C@@H](CC(=O)N[C@@H](CO)Cc2ccccc2)C(=O)N1	i	12	-0.5	71
Cc1cccc(NS(=O)(=O)c2ccc3[nH]c(=O)oc3c2)c1C	i	53	0.4	56
CC1(C)CC2CC(C)(CN2S(=O)(=O)c2ccccc2[N+](=O)[O-])C1 (stereo not drawn)	i	41	1.5	64
Cc1ccccc1NC(=O)Cc1nc(CN(C)CC(=O)Nc2cccc(F)c2)cs1	i	16	0.8	73
O=C(COC(=O)c1ccccc1Br)NC(=O)NCc1ccccc1	i	38	0.7	62
CCc1noc(C)c1C(=O)OCC(=O)c1ccc(NC(C)=O)cc1F	i	47	0.6	66
Cc1ccc2c(c1)C1CN(C)CCC1N2S(=O)(=O)c1ccccc1F (stereo not drawn)	i	44	-2.5	51
COc1cccc(-c2ccc3ncnc(NCc4ccc5c(c4)OCO5)c3c2)c1	i	6	4.3	62
CN(C)C(CNC(=O)c1ccc2[nH]c(=O)c(=O)[nH]c2c1)c1ccco1 (stereo not drawn)	i	38	0.1	50
Nc1cc(N)nc(SCC(=O)NCc2ccc3c(c2)OCO3)n1	i	33	1.1	35
COc1cccc([C@@H]2CC=C(C(=O)O)[C@H](c3ccc(Br)cc3)N2S(=O)(=O)c2ccc(C)cc2)c1	i	14	1.0	64
C[C@H](CO)N1C[C@H](C)[C@@H](CN(C)Cc2ccncc2)Oc2c(cccc2N(C)C)C1=O	i	14	0.7	54
O=C(COC(=O)c1ccc(O)cc1O)NC1CC1	i	38	-0.7	60
O=C(CCNC(=O)c1ccccc1Cl)NCCCSc1ccccc1	i	39	-2.4	53

Screening data deposited in PubChem by several laboratories.
